MOR-DOR inv ag: inverse agonists of human mu-delta opioid receptor heterodimerization; AID 504357; 340,000 tested, 0.21% active; cell-based MOR-DOR heterodimer luminescence, inverse agonism; inhibition, % at 9.3 µM; P35372+P41143; in the data active = inhibition above about 22%, passing the limit was not always enough;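 also: 0% = cells with DMSO and 100% = wells without cells with DMSO; values of inactives mirror those of a sister screen read the other way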
Target sequence (P35372 whole entry, looked up): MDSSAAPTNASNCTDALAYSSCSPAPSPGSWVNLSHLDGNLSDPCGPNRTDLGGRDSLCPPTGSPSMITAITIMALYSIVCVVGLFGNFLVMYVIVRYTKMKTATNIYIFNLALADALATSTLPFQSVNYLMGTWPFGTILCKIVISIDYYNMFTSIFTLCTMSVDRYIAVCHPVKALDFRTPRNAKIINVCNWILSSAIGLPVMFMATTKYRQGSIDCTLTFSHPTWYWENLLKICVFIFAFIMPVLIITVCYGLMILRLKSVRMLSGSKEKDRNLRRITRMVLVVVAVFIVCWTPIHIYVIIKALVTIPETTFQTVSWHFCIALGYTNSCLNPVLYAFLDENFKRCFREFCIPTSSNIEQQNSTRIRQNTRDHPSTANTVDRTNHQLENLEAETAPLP
Target sequence (P41143 whole entry, looked up): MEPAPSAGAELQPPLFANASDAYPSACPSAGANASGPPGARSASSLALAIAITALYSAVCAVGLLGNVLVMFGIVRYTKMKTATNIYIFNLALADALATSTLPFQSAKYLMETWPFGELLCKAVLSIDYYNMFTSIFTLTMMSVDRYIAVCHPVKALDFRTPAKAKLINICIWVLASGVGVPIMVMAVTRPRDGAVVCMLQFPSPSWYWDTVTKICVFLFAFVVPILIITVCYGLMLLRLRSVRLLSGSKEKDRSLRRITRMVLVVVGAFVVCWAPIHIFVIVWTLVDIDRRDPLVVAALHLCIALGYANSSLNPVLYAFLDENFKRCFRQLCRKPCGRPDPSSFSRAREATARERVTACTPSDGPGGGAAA
HTR5A ag: activates human HTR5A in OPRM1-OPRD1 agonist counter-screen; P47898; HTR5A agonist assay, luminescence, cell-based; activation, % at 9.3 µM; 340,000 tested, 0.61% active; AID 504692; in the data active = activation mostly above about 9.5%, no sharp cut-off; inactive = mostly below about 7.6%;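 also: 0% = cells with vehicle only and 100% = reference agonist; strong numbers were not always called active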
OPRM1-OPRD1 ag: agonists of human mu-delta opioid receptor heterodimerization | P35372+P41143 | cells, OPRM1-OPRD1 heterodimerization, luminescence | activation, % at 9.3 µM | 340,000 tested, 0.3% active | AID 504326; in the data active = activation above about 18%;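 also: 0% = vehicle-treated cells and 100% = reference agonist; values of inactives mirror those of a sister screen read the other way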
E coli growth: counter-screen for AddAB inhibitors: E. coli growth inhibition; 330,000 tested, 0.27% active; inhibition, % at 11.9 µM; E. coli V3065 growth, OD600 absorbance, 18 h; AID 449728;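 active = inhibition above the campaign's mean inhibition across all tested compounds plus 3 SD, cut at about 9.9% in these data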;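 also: uninfected addAB+ strain grown without phage in ampicillin broth; 0% = DMSO wells and 100% = ciprofloxacin 0.95 µg/ml wells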
PfHsp90 yeast 2: reduces growth (ATP signal) of yeast expressing P. falciparum Hsp90. S. cerevisiae expressing PfHsp90, BacTiter-Glo ATP, 48 h; yeast lacking PDR1 and PDR3 efflux regulators. inhibition, % at 9.4 µM. 310,000 tested, 0.32% active. AID 504621;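 active = every replicate shows inhibition above about 80%, whatever the replicate mean, limit read from the data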;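 also: 0% = DMSO neutral controls and 100% = 20 µM radicicol positive controls; yeast relying on Plasmodium falciparum Hsp90 in place of its own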
SUMO Mot1 rescue: SUMOylation pathway inhibition by Mot1-301 growth rescue; S. cerevisiae Mot1-301 growth rescue, ATP luminescence, 38.5C; percent above DMSO median, 100 means doubled; growth rescue, % at 18.8 µM; 320,000 tested, 1% active;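 active = every valid replicate shows activation above 250% relative to neutral control wells; inactive = the rest, any valid replicate at or below 250%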;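 also: OY570 slx delta 5 strain wells were the positive control but not used for scaling; some compounds called inactive have numbers as strong as hits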
AddAB inh: less growth of phage-infected E. coli with AddAB; E. coli expressing H. pylori AddAB, absorbance growth; inhibition, % at 11.9 µM; 330,000 tested, 0.29% active; AID 435030; in the data active = inhibition above about 12%;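 also: 0% = vehicle wells of infected cells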
HTR5A inv ctr: counter-screen for OPRM1-OPRD1 inverse agonists: human HTR5A inverse agonism. P47898. HTR5A cell line, luminescence. inhibition, % at 9.3 µM. 340,000 tested, 0.083% active; in the data active = inhibition mostly above about 23%, no sharp cut-off; inactive = mostly below about 18%;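 also: 0% = cells with DMSO and 100% = no-cell wells with DMSO; some compounds called inactive have numbers as strong as hits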
Pemphigus Ab inh: inhibitors of pemphigus antibody binding to human desmoglein-3; P32926; binding (percent of control), % at 10 µM; DSG3-coupled beads, scFv-anti-DSG3-GFP binding, flow cytometry; hits give low values; 310,000 tested, 0.48% active;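 active = binding more than 3 SD below its plate's average and above zero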;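 also: hits lower antibody fragment binding to DSG3; some compounds called inactive have numbers as strong as hits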
PKA-R1A act: activates the PKA-R1A holoenzyme complex | 340,000 tested, 0.083% active | activation, % at 11.4 µM | PKA-R1A dissociation, Cy5-IP20 fluorescence polarization; scaled: DMSO 0%, 113 µM cGMP 100% | AID 504707 | P00514+P68181;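 active = percent activation above the mean of all tested compounds plus 3 SD, cut at about 19% in these data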;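 also: higher means more PKAc released from R1A so a rise in polarization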
phage Ecoli inh: E. coli growth loss with phage present; inhibition, % at 11.9 µM; growth absorbance; AID 651602; 360,000 tested, 0.26% active; in the data active = inhibition above about 11%
* = called active by the depositor.

Screening CCN(C(=O)CSc1nnc(Cn2nnc3ccccc32)o1)c1nc(-c2ccccc2)cs1 returned MOR-DOR inv ag 3, HTR5A ag 3, OPRM1-OPRD1 ag -0.6, E coli growth 0.0, SUMO Mot1 rescue -3, AddAB inh -0.6, HTR5A inv ctr -8, Pemphigus Ab inh 106, PKA-R1A act -7 and phage Ecoli inh 3.6.
For Cc1ccc(C(=O)NNC2=NCCC2)cc1 the results were MOR-DOR inv ag 19, HTR5A ag 2, OPRM1-OPRD1 ag -3.4, E coli growth -0.1, PfHsp90 yeast 2 -24, SUMO Mot1 rescue 6, AddAB inh -4.1, HTR5A inv ctr 2, Pemphigus Ab inh 99, PKA-R1A act -5 and phage Ecoli inh 0.6.
For O=C(O)c1ccc(CSc2nnc(-c3ccccc3Cl)n2-c2ccccc2)cc1 the results were MOR-DOR inv ag 3, HTR5A ag -2, OPRM1-OPRD1 ag -0.6, E coli growth -0.3, PfHsp90 yeast 2 3, SUMO Mot1 rescue 15, AddAB inh -1.2, HTR5A inv ctr 6, Pemphigus Ab inh 116, PKA-R1A act 1 and phage Ecoli inh 4.6.
Screening COc1ccc(NC(=O)CN(C)C(=O)c2ccccc2SCC(=O)N2CCCC2)cc1 returned MOR-DOR inv ag 7, HTR5A ag 1, OPRM1-OPRD1 ag -1.2, E coli growth 0.9, PfHsp90 yeast 2 3, SUMO Mot1 rescue 3, AddAB inh 0.0, HTR5A inv ctr -3, Pemphigus Ab inh 114, PKA-R1A act -3 and phage Ecoli inh -0.4.
Screening COc1ccc(C2=Nn3c(nnc3-c3ccccc3)SC2)cc1OC returned MOR-DOR inv ag 12, HTR5A ag -3, OPRM1-OPRD1 ag -2.4, E coli growth -2.7, PfHsp90 yeast 2 22, SUMO Mot1 rescue 209, AddAB inh 0.0, HTR5A inv ctr 0, Pemphigus Ab inh 101, PKA-R1A act -7 and phage Ecoli inh 2.5.
`Cc1cc(Cl)ccc1NC(=S)Nc1cccnc1` gave MOR-DOR inv ag 5, HTR5A ag -1, OPRM1-OPRD1 ag -1.0, E coli growth 1.6, PfHsp90 yeast 2 -23, SUMO Mot1 rescue 6, AddAB inh 1.8, HTR5A inv ctr 2, PKA-R1A act 6 and phage Ecoli inh 0.6.
For COC(=O)c1ccccc1NC(=O)c1ccc(NS(C)(=O)=O)cc1 the results were MOR-DOR inv ag 5, HTR5A ag 5, OPRM1-OPRD1 ag -0.8, E coli growth 0.1, PfHsp90 yeast 2 13, SUMO Mot1 rescue 3, AddAB inh 0.2, HTR5A inv ctr -6, Pemphigus Ab inh 102, PKA-R1A act -2 and phage Ecoli inh 1.0.
CC(C)CC[n+]1ccn(-c2nc3ccccc3nc2[N-]S(=O)(=O)c2ccccc2)c1 was read as MOR-DOR inv ag 19, HTR5A ag -5, OPRM1-OPRD1 ag -3.4, E coli growth -1.3, PfHsp90 yeast 2 -2, SUMO Mot1 rescue -2, AddAB inh 2.4, HTR5A inv ctr 5, Pemphigus Ab inh 103, PKA-R1A act -7 and phage Ecoli inh 0.1.
Screening CCNc1nc2c(c(=O)n(C)c(=O)n2C)n1CCCc1ccccc1 returned MOR-DOR inv ag -2, HTR5A ag -1, OPRM1-OPRD1 ag 0.3, E coli growth -1.9, PfHsp90 yeast 2 2, SUMO Mot1 rescue -5, AddAB inh 2.2, HTR5A inv ctr 3, Pemphigus Ab inh 100, PKA-R1A act -14 and phage Ecoli inh 2.1.
`Cc1ccc2[nH]c(=O)c(NC(N)=S)nc2c1` gave MOR-DOR inv ag 8, HTR5A ag -2, OPRM1-OPRD1 ag -1.5, E coli growth 0.0, SUMO Mot1 rescue -12, AddAB inh 0.1, HTR5A inv ctr -8, Pemphigus Ab inh 99, PKA-R1A act -3 and phage Ecoli inh 1.1.
CCCCN1CC[C@H]2C=CC[C@@H](C(=O)N3CCOCC3)[C@H]2C1=O was read as MOR-DOR inv ag -4, HTR5A ag 5, OPRM1-OPRD1 ag 0.8, E coli growth -1.2, PfHsp90 yeast 2 4, SUMO Mot1 rescue 437, AddAB inh 4.2, HTR5A inv ctr -14, Pemphigus Ab inh 106, PKA-R1A act 8 and phage Ecoli inh 1.8.
O=C(O)CN1C(=O)CC(Cc2ccccc2)C1=O (stereo unspecified) was read as MOR-DOR inv ag 21, HTR5A ag 4, OPRM1-OPRD1 ag -4.8, E coli growth 1.7, PfHsp90 yeast 2 3, SUMO Mot1 rescue -4, AddAB inh 1.6, HTR5A inv ctr -11, Pemphigus Ab inh 97, PKA-R1A act -1 and phage Ecoli inh 0.7.
`COc1ccc(C(=O)NC2CCCCC2)cc1OC1CCN(C(C)C)CC1` gave MOR-DOR inv ag 10, HTR5A ag -1, OPRM1-OPRD1 ag -1.9, E coli growth 0.5, PfHsp90 yeast 2 -23, SUMO Mot1 rescue 0, AddAB inh 2.5, HTR5A inv ctr -2, Pemphigus Ab inh 103, PKA-R1A act 4 and phage Ecoli inh 3.1.
`O=C(Cc1cccs1)Nc1nnc(Cc2ccccc2)s1` gave MOR-DOR inv ag 13, HTR5A ag 2, OPRM1-OPRD1 ag -2.6, E coli growth 0.2, PfHsp90 yeast 2 -9, SUMO Mot1 rescue -5, AddAB inh 1.5, HTR5A inv ctr -4, Pemphigus Ab inh 95, PKA-R1A act -3 and phage Ecoli inh 2.6.
`CCC(c1ccc(O)cc1)C(CC)c1ccc(O)cc1` (stereo unspecified) gave MOR-DOR inv ag -33, HTR5A ag 4, OPRM1-OPRD1 ag 5.9, E coli growth 0.0, PfHsp90 yeast 2 -10, SUMO Mot1 rescue 45, AddAB inh 0.8, HTR5A inv ctr 5, Pemphigus Ab inh 107, PKA-R1A act -6 and phage Ecoli inh 6.1.
For CN(Cc1cccc(F)c1)C(=O)c1ccc(NS(=O)(=O)c2ccc3[nH]c(=O)[nH]c3c2)cc1 the results were MOR-DOR inv ag -2, HTR5A ag 4, OPRM1-OPRD1 ag 0.3, E coli growth 2.2, SUMO Mot1 rescue 11, AddAB inh 2.0, HTR5A inv ctr -11, Pemphigus Ab inh 101, PKA-R1A act -19 and phage Ecoli inh 1.9.
`Cc1nc(-c2ccc(Cl)cc2)sc1C1(C)CC(c2ccc(F)cc2)=NO1` (stereo unspecified) gave MOR-DOR inv ag -2, HTR5A ag 3, OPRM1-OPRD1 ag 0.3, E coli growth 1.9, PfHsp90 yeast 2 0, SUMO Mot1 rescue -14, AddAB inh 3.9, HTR5A inv ctr 13, Pemphigus Ab inh 103, PKA-R1A act -1 and phage Ecoli inh 1.3.
`COc1ccc2cc(C(=O)C3CCCN(C(=O)c4cccnc4)C3)ccc2c1` (stereo unspecified) gave MOR-DOR inv ag 12, HTR5A ag -2, OPRM1-OPRD1 ag -2.2, E coli growth -1.9, PfHsp90 yeast 2 6, SUMO Mot1 rescue 3, AddAB inh -1.5, HTR5A inv ctr 7, Pemphigus Ab inh 85, PKA-R1A act 0 and phage Ecoli inh 2.5.
`Cc1c(C=O)c2ccccn2c1C(=O)c1cccs1` gave MOR-DOR inv ag 9, HTR5A ag 9, OPRM1-OPRD1 ag -1.9, E coli growth 3.2, PfHsp90 yeast 2 19, SUMO Mot1 rescue 53, AddAB inh 3.6, HTR5A inv ctr 20, Pemphigus Ab inh 104, PKA-R1A act -1 and phage Ecoli inh 2.7.
CCOC(=O)N1CCC(N2C(=O)c3ccccc3C2Nc2cc(OC)c(OC)c(OC)c2)CC1 (stereo unspecified) was read as MOR-DOR inv ag 6, HTR5A ag 7, OPRM1-OPRD1 ag -0.9, E coli growth 0.7, PfHsp90 yeast 2 -13, SUMO Mot1 rescue -2, AddAB inh -0.8, HTR5A inv ctr -23, Pemphigus Ab inh 97, PKA-R1A act -8 and phage Ecoli inh 2.4.
Cc1cccc(C(=O)N2CCN(c3ccc([N+](=O)[O-])c(NCc4ccco4)c3)CC2)c1 was read as MOR-DOR inv ag 4, HTR5A ag -2, OPRM1-OPRD1 ag -0.8, E coli growth 1.2, SUMO Mot1 rescue 6, AddAB inh 1.3, HTR5A inv ctr 8, Pemphigus Ab inh 96, PKA-R1A act -6 and phage Ecoli inh 0.6.
COc1cccc(NC(=O)CN(C)C(=O)c2cccc(S(=O)(=O)Nc3ccccc3OC)c2)c1 was read as MOR-DOR inv ag 9, HTR5A ag 1, OPRM1-OPRD1 ag -2.5, E coli growth -3.7, PfHsp90 yeast 2 12, SUMO Mot1 rescue 4, AddAB inh 1.9, HTR5A inv ctr -17, Pemphigus Ab inh 103, PKA-R1A act 7 and phage Ecoli inh 2.6.
COc1cc(OC)c(C(=O)OCC(=O)Nc2cccc(S(=O)(=O)NC3=NCCCCC3)c2)cc1OC was read as MOR-DOR inv ag 5, HTR5A ag -3, OPRM1-OPRD1 ag -1.3, PfHsp90 yeast 2 13, HTR5A inv ctr -3, Pemphigus Ab inh 102, PKA-R1A act -8 and phage Ecoli inh 3.5.
Screening O=[N+]([O-])c1ccccc1/C=N/n1c(-c2ccccc2)n[nH]c1=S returned MOR-DOR inv ag -7, HTR5A ag -1, OPRM1-OPRD1 ag 1.5, E coli growth -2.3, PfHsp90 yeast 2 -1, SUMO Mot1 rescue -12, AddAB inh 1.4, HTR5A inv ctr 4, Pemphigus Ab inh 100, PKA-R1A act 1 and phage Ecoli inh 1.5.
O=C(CSc1nnc(-c2ccccc2)o1)OCc1ccccc1 was read as MOR-DOR inv ag 8, HTR5A ag 0, OPRM1-OPRD1 ag -1.5, E coli growth -0.5, PfHsp90 yeast 2 -5, SUMO Mot1 rescue 11, AddAB inh -0.5, HTR5A inv ctr -31, Pemphigus Ab inh 97, PKA-R1A act -9 and phage Ecoli inh 3.6.
For Cc1c(F)cccc1NS(=O)(=O)c1ccc2c(c1)c(C)cc(=O)n2C the results were MOR-DOR inv ag 10, HTR5A ag -2, OPRM1-OPRD1 ag -2.1, E coli growth -0.7, PfHsp90 yeast 2 -27, SUMO Mot1 rescue -21, AddAB inh 1.1, HTR5A inv ctr 7, Pemphigus Ab inh 104, PKA-R1A act -11 and phage Ecoli inh -3.5.
For CCOC(=O)CSCC(=O)N1CCC(Cc2ccccc2)CC1 the results were MOR-DOR inv ag 8, HTR5A ag 1, OPRM1-OPRD1 ag -1.6, E coli growth -0.1, PfHsp90 yeast 2 -6, SUMO Mot1 rescue 12, AddAB inh 5.4, HTR5A inv ctr -2, Pemphigus Ab inh 103, PKA-R1A act 2 and phage Ecoli inh 1.1.
For CN(C)C(CNC(=O)c1cc(S(=O)(=O)N(C)c2ccc(F)cc2)ccc1Cl)c1cccs1 (stereo unspecified) the results were MOR-DOR inv ag -9, HTR5A ag 1, OPRM1-OPRD1 ag 2.3, PfHsp90 yeast 2 23, HTR5A inv ctr 15, Pemphigus Ab inh 104, PKA-R1A act -2 and phage Ecoli inh 3.2.

Screening results as filed in PubChem BioAssay.
